Screening results as filed in PubChem.
AMA1-RON2 inh: AMA1-RON2 (P. falciparum) interaction inhibition | AlphaScreen AMA1-biotinylated RON2 peptide binding | Potency, µM (top dose mostly 58.2 µM), inactives show at the top dose activity change, negative = inhibition, usual class: inhibitors | 0.2% of 360,000 active | AID 720542;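 note: potency is the fitted concentration of half-maximal effect; 0% = vehicle wells and -100% = peptide control; nearly all actives have a fitted effect of over 45% in size; some results filed as inactive show a strong effect at the top dose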
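AMA1 (3D7) with his tag at 25 nM final met compounds first, then biotinylated RON2 peptide at 25 nM; detection used donor plus acceptor beads, 10 µg/mL apiece, read by AlphaScreen after 30 min at room temperature.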
HCV inhibitor: HCV inhibition; Huh7.5.1 HCVcc-Cre infection, luciferase reporter, 44 h; Potency, µM (doses to about 41.8 µM), for inactives: top-dose activity change, negative = inhibition, hits mostly inhibitors; 3.4% of 340,000 active; AID 651820; note: potency is the fitted concentration of half-maximal effect
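Cells seeded at 1,000/well and cultured 4 h, then compounds added followed by HCVcc-Cre virus (~0.5 moi). After 44 h further culture, luciferase substrate was added, plates held 15 min at room temperature, and luminescence read for 15 sec.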
AmpC inh detg: blocks E. coli AmpC beta-lactamase in detergent assay | P00811 | Potency, µM (top dose mostly 114 µM), for the others: at the highest dose activity change, negative = inhibition, usual class: inhibitors | AmpC hydrolysis of nitrocefin, absorbance 480 nm, 0.01% Triton | 0.041% of 370,000 active;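 note: potency is the fitted concentration of half-maximal effect; 0% = no-compound wells and -100% = no-enzyme wells; nearly all actives have a fitted effect of over 25% in size; some results filed as inactive show a strong effect at the top dose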
Target sequence (P00811 whole entry, looked up): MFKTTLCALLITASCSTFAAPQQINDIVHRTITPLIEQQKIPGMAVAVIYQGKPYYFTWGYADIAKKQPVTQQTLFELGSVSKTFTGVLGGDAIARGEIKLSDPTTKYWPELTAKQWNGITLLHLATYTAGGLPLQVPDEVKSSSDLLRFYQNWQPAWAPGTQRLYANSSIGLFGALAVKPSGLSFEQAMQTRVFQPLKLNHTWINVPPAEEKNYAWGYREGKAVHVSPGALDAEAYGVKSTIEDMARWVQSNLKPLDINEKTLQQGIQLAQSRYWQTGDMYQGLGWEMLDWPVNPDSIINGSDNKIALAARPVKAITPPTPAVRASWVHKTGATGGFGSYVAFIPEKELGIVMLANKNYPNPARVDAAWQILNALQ
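AmpC (5.3 nM in the dispensed reagent) in 20 mM phosphate pH 7.0 with 0.01% (detergent screen) or 0.0001% Triton X-100 was preincubated with compounds for 15 min at room temperature. Nitrocefin was then added from an 800 uM solution, and hydrolysis was followed at 480 nm.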
FBPA Giardia inh: Giardia lamblia aldolase inhibition. A8B2U2. purified Giardia FBPA. Potency, µM (doses to about 59.6 µM), for the others: at the top dose activity, negative = inhibition, most hits filed as inhibitors. 0.71% of 290,000 active. AID 2451; note: potency is the fitted concentration of half-maximal effect; nearly all actives have a fitted effect of over 55% in size
Target sequence (A8B2U2 whole entry, looked up): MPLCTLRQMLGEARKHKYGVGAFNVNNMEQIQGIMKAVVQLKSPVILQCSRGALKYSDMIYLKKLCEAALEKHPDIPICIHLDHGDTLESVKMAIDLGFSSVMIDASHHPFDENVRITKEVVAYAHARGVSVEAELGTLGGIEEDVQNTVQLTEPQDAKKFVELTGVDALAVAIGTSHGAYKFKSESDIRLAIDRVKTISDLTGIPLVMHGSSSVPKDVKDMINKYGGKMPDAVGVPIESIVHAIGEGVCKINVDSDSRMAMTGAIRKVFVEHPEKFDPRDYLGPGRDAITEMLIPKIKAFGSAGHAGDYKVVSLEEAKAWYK
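Giardia FBPA (40 nM reagent) was preincubated 10 min at RT with compound (up to 57.5 uM final), then substrate plus GAPDH/TPI/NAD/arsenate coupling system with diaphorase/resazurin was added; resorufin fluorescence (525/598 nm) was read after 20 min.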
Sm TGR block: S. mansoni TGR enzyme inhibition; Q962Y6; purified TGR, DTNB reduction, TNB absorbance 405 nm; Potency, µM (doses to about 114 µM), without a hit: at the highest dose activity change, negative = inhibition, most hits filed as inhibitors; 3% of 360,000 active; AID 485364; note: potency is the fitted concentration of half-maximal effect; nearly all actives have a fitted effect of over 60% in size
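First, TGR (20 nM dispensed) and NADPH were mixed with compound. Second, a 15 min room-temperature incubation followed. Third, further NADPH and then DTNB were added to start the reaction. Finally, TNB absorbance was monitored kinetically.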
HCMV inh: inhibitors of human cytomegalovirus. activity change, negative = inhibition, % at 57.5 µM. 4.5% of 410,000 active. HFF cells, HCMV-luciferase reporter, 72 h; active compounds read low; in the data active = activity change below about -60%; inconclusive = no clear call, values can overlap the other calls; inactive = above about -39%
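Two-dose cell screen: HFF monolayers treated with compounds and infected with luciferase-expressing HCMV at 1 PFU/cell, 72 h at 37C, then lysed for luciferase measurement.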
The depositor's hits bear a star; ? = inconclusive; / = no result given; [ ] = another dose, or the depositor's remark. Unless noted, calls come from the whole dose curve; as a rule, active = well fitted curve in the direction sought with a large enough effect; inconclusive = small, poorly fitted or top-dose-only effect, or another doubt; inactive = no such curve, though single readings can be large; an effect the other way counts as inactive or inconclusive. Unless noted, % is set by controls: 0 for no effect and ±100 for the full control effect.

Value order – AMA1-RON2 inh, HCV inhibitor, AmpC inh detg, FBPA Giardia inh, Sm TGR block, HCMV inh
- N#CC[C@H](Cc1ccccc1)N1CC[C@@H](O)CCC1=O
    3%, 2%, ?, -25%, 0%, ?
- CCOC(=O)COc1nc(-c2ccc(C)cc2)cc(-c2ccco2)c1C#N
    8%, 1%, 1%, -6%, -2%, ?
- O=C(N/N=C/c1cccnc1)c1cc(O)c(O)c(O)c1
    -25%, -3%, 0%, 10µM*, -32%, -27
- Clc1ccc(-c2ccn[nH]2)cc1
    -11%, 6%, -6%, 9%, 1%, 29
- COc1ccc(OS(=O)(=O)c2ccc(N3C(=O)CCC3=O)cc2)cc1
    -7%, 8%, 0%, 1%, -7%, 13
- COc1ccc(N=C2NC(=O)C(CO)(CO)S2)cc1
    9%, 8%, ?, -11%, -22%, -19
- CCOc1ccc(NC(=O)c2oc(=O)c3ccccc3c2-c2ccc(C)cc2)cc1
    /, /, 3%, /, 6%, 9
- Cc1nc(-c2ccc(Cl)cc2)sc1C1(C)CC(c2ccc(F)cc2)=NO1 (configuration not stated)
    10%, 12%, ?, -5%, -30%, -13
- C=CCNc1nc(C)nc(OC)n1
    17%, -2%, ?, 3%, 2%, 34
- O=C(O)CC(CC(=O)NCC(O)c1ccccc1)c1ccccc1 (configuration not stated)
    -1%, 3%, -9%, 9%, -4%, -6
- Cc1cccc(N2C(=O)/C(=C/c3ccccn3)SC2=S)c1
    0%, 15%, -7%, 1%, 13%, -16
- COc1ccc(C(C)=O)cc1COC(=O)c1ccc(N)c([N+](=O)[O-])c1
    3%, 11µM*, 3%, 1%, 8.9µM*, 18
- CC(C)CN1CCC(=O)N([C@H](CSc2ccc(Br)cc2)c2ccccc2)CC1
    9%, ?, -1%, 14%, 2.8µM*, ?
- Cc1ccc(NC(=O)CN(C)C(=O)COc2cccc3ccc(C)nc23)cc1
    -3%, -5%, /, /, /, 0
- Cc1cccc(N2C(=O)CSC2c2cccnc2)c1 (configuration not stated)
    1%, 21%, -6%, 1%, -8%, -11
- Cc1nc(C(C)(C)O)n(-c2ccccc2)n1
    -7%, 2%, -14%, 6%, 3%, 15
- CC1CCCC(C)N1CCNC(=O)C1CCN(S(=O)(=O)N2CCCCC2)CC1 (configuration not stated)
    -9%, 5%, -5%, -1%, -25%, -21
- CCC(C)(C)n1nnnc1C(C(C)C)N1CCSCC1 (configuration not stated)
    0%, 2%, ?, 0%, -24%, ?
- CCCC[C@]12Cc3ccccc3C(O1)c1c(c3ccccc3oc1=O)O2
    /, /, ?, 12%[12.9 µM], 1%[22.9 µM], /
- CCCCn1cnc2c(c(-c3ccccc3)c(-c3ccccc3)n2Cc2ccco2)c1=N
    6%, -23%, -1%, 1%, -27%, -15
- CCC(=O)NNc1cccc(Cl)n1
    7%, 13%, 2%, 3%, -9%, -26
- O/N=C1\CC/C(=N\O)c2nn(-c3ccc(Cl)cc3Cl)nc21
    -2%, -10%, 2%, 12%, 1%, 7
- O=c1c2cc3c(cc2nc2sc(Nc4cccc([N+](=O)[O-])c4)nn12)OCO3
    /, /, 0%, /, -2%, 0
- O=C(CN1C(=O)CC(c2ccco2)Sc2ccccc21)NC1CCCCC1 (configuration not stated)
    -8%, -15%, 3%, 2%, -21%, -30
- Cc1cccc(Cn2c(SCc3ccc(C(=O)NC4CCCCC4)cc3)nc3cccnc32)c1
    /, /, 0%, /, -9%, -83*
- CS(=O)(=O)N(CC(=O)Nc1ccccc1-c1ccccc1)c1ccccc1
    -15%, 0%, 0%, -1%, 9%, -27
- COc1cc(-c2nc3ncccn3c2Nc2ccc(C)cc2C)ccc1O
    /, /, 9%, /, -1%, 98
- COc1cc(OC)nc(Oc2ccccc2C(=O)Oc2ccccc2Cl)n1
    3%, 3%, -9%, -10%, -22%, -3
- Cc1ccc(S(=O)(=O)N(C)CCCC(=O)N2CCN(C=O)CC2)cc1
    2%, 8%, ?, 3%, -4%, 31
- CC(C)(C)C(=O)/C(C#N)=C/c1cccs1
    -23%, 0%, 4%, 4%, -3%, 15

Whole records, quoted from the list.
CC(C)(C)C(=O)/C(C#N)=C/c1cccs1 reads AMA1-RON2 inh: -23%; HCV inhibitor: 0%; AmpC inh detg: 4%; FBPA Giardia inh: 4%; Sm TGR block: -3%; HCMV inh: 15
Cc1ccc(S(=O)(=O)N(C)CCCC(=O)N2CCN(C=O)CC2)cc1 reads AMA1-RON2 inh: 2%; HCV inhibitor: 8%; AmpC inh detg: ?; FBPA Giardia inh: 3%; Sm TGR block: -4%; HCMV inh: 31

The listing continues:
Value order – AMA1-RON2 inh, HCV inhibitor, AmpC inh detg, FBPA Giardia inh, Sm TGR block, HCMV inh
- COc1cc2c(cc1OC)CN(C(=O)COc1ccc(C)c(C)c1)CC2
    2%, -7%, -3%, -8%, -1%, 39
- CSc1ncccc1C(=O)OCC(=O)NC12CC3CC(CC(C3)C1)C2
    4%, 4%, /, /, /, 0
- Cc1ccc(C2C(C(=O)c3cccs3)=C(O)C(=O)N2CCN2CCOCC2)o1 (configuration not stated)
    5%, 9%, ?, ?, 20µM*, 29
- CC1CCN(C(=O)CSc2nc3c(c(=O)n2C)SC(C)C3)CC1 (configuration not stated)
    -3%, -21%, 9%, /, 4%, 1
- Cc1ccc(C(C)C)c(OCC(=O)NC(=S)Nc2ccccc2N2CCOCC2)c1
    13%, /, 6%, 24%, -24%, 126
- C#CCOCCOCCOCCNc1nc(N2CCN(C(=O)[C@H](CCCCN)n3cc(CN)nn3)CC2)nc(N2CCN(C(=O)[C@H](CCC(=O)O)n3cc(CN)nn3)CC2)n1
    5%, -5%, /, /, /, -3
- C=C(C)C(=O)Nc1cccc(C2=NOC3(C2)C[C@H](C(N)=O)N(C(=O)C(c2ccccc2)c2ccccc2)C3)c1 (some centres not stated)
    0%, ?, -2%, 0%, 18%, /
- CN(c1ccccc1)c1nc(N)c([N+](=O)[O-])c(Nc2ccccc2F)n1
    -13%, 5.6µM*, 15%, -9%, 11%, 5
- O=C(COc1ccc(F)cc1)Nc1nnc(S(=O)(=O)N2CCc3ccccc32)s1
    /, /, 2%, /, -1%, 1
- COc1cccc(NS(=O)(=O)c2ccc(Br)s2)c1
    1%, -1%, -6%, -23%, 33%, -9
- CCC(C)NC(=O)CSc1n[nH]c(-c2cc(Cl)ccc2OC)n1 (configuration not stated)
    -5%, -7%, -5%, -9%, -6%, 0
- COc1ccc(CCNC2CC(=O)N(CCc3ccccc3)C2=O)cc1 (configuration not stated)
    -2%, -2%, 2%, 4%, ?, 0
- COc1ccc2nc(NCCCNC(=O)c3cc(OC)c(OC)c(OC)c3)c(C#N)cc2c1
    -1%, ?, ?, -11%, -12%, 17
- COc1cc(NC(=O)CN2CCN(c3ccccn3)CC2)cc(OC)c1OC
    -19%, -8%, -3%, 10%, 5%, ?
- NC(=O)C1C(=O)c2ccccc2C1(C[N+](=O)[O-])c1ccccc1 (configuration not stated)
    -5%, -1%, /, /, /, -101*
- CC(C)(C)OC(=O)N1CCC(NC(=O)c2[nH]cnc2C(=O)Nc2ccccc2)CC1
    72%[activator], ?, 7%, /, 1%, 32
- CSCCC(NC(N)=O)C(=O)Nc1ccc(C)cc1 (configuration not stated)
    3%, 7%, ?, 0%, -21%, -28
- CC1=C(C(=O)Nc2cc(C)cc(C)c2)C2(CCCCC2)OC1=O
    /, /, -1%, /, -5%, 16
- COC(=O)c1c[nH]n2c(=O)c(Cc3ccc(F)cc3Cl)c(C)nc12
    1%, 3%, 3%, 6%, -4%, 41
- CNC(=O)/C(C#N)=C/c1ccc(-c2ccc(Cl)cc2)o1
    -14%, ?, 0%, 3%, 1%[57.1 µM], 34
- COc1ccc(C2=C(Nc3ccc(C)cc3C)c3ccccc3C2=O)cc1
    /, /, 5%, /, -18%, 3
- CC(=O)Nc1ccc(NC(=O)c2cc([N+](=O)[O-])cc([N+](=O)[O-])c2)cc1
    -3%, -1%, 2%, -1%, -6%, -29
- Cc1noc(NS(=O)(=O)c2ccc(NC(=O)CCC3CCCCC3)cc2)c1C
    0%, 8%, 0%, 30%, -15%, 38
- CCCN(CCC)c1ncnc2nc[nH]c12
    0%, -5%, ?, -8%, 29%, -88*
- CC1COCC(C)N1C1=C(Cl)C(=O)c2ccccc2C1=O (configuration not stated)
    ?, 11µM*, /, /, /, 91
- Cc1ccc(S(=O)(=O)CNC(=S)c2cccc(C)c2)cc1
    -5%, -2%, 0%, -15%, 3.5µM*, 8
- O=[N+]([O-])c1ccc(NCCNc2ccc([N+](=O)[O-])cc2)cc1
    -6%, 2%, /, /, /, 46
- Cc1ccc(C)c(Cn2cnc3ccccc3c2=O)c1
    /, /, 17%, /, -3%, -15
- O=C(COC(=O)CN1C(=O)COc2ccccc21)NC1CCCCC1
    6%, 10%, ?, /, 7%, -5
- COc1ccc(NS(=O)(=O)c2cc(NC(=O)C3CCCO3)ccc2N2CCCC2)cc1 (configuration not stated)
    25%, 11%, 1%, -22%, -7%, -1
- CC1CCN(c2c(NCC3CCC(C(=O)N4CCCC(C)C4)CC3)c(=O)c2=O)CC1 (configuration not stated)
    -8%, 13%, ?, 3%, 5%, 12
- COc1ccccc1C(=O)Nc1nnc(-c2ccc(F)cc2)o1
    91%[activator], -4%, ?, -4%, 4%, -21
- COc1ccccc1C(CNC(=O)c1ccc(S(=O)(=O)NCc2ccco2)cc1)N(C)C (configuration not stated)
    -8%, -3%, 2%, 4%, -8%, 6
- Cc1cc(NC(=O)CCC(=O)N(c2ccccc2)C(C(=O)NCC2CCCO2)c2cccnc2)no1 (configuration not stated)
    10%, -12%, -12%, 13%, -20%, 1
- Cc1cccc(OC(=O)CSc2nnc(-c3ccc4c(c3)OCO4)o2)c1C
    /, /, 21%, /, ?, 8
- CCNC(=O)c1cc(S(=O)(=O)N2CCSCC2)ccc1OC
    -7%, 19%, ?, 1%, -1%, 25
- COc1cc(CCCN2C(=S)NC[C@@H]2CCCCN)cc(OC)c1OC
    -2%, -14%[8.37 µM], 5%, 1%, 0%, -8
- CC(=O)Nc1ccc(S(=O)(=O)NNC(=S)NCc2ccco2)cc1
    32%[activator], 12%, 7%, /, ?, -21
- COc1ccc(C2(C(=O)Nc3ccc(S(=O)(=O)Nc4nc(C)cc(C)n4)cc3)CCCC2)cc1OC
    -2%, 17%, 14%, -2%, 1%, 4
- CC(OC(=O)CCCN=C1NS(=O)(=O)c2ccccc21)C(=O)Nc1ccc(F)cc1Cl (configuration not stated)
    -12%, 11%[8.37 µM], -13%, /, -1%, -17
- COc1ccc(-c2ccc(Nc3ccc(S(=O)(=O)N4CCCC4)cc3)nn2)cc1OC
    -7%, 13µM*, -7%, -3%, -1%, -67*
- S=C(NN=C1C2CC3CC(C2)CC1C3)Nc1ccccc1
    50%[activator], 13%, ?, ?, -8%, -25
- COc1cc(S(=O)(=O)NC2CCCC2)ccc1-n1cnnn1
    6%, 1%, 2%, /, 12%, ?
- CC1CCN(C(=O)c2cc(-c3ccccc3O)on2)CC1
    13%, 12%, -13%, -3%, 3%, -12
- CCCCn1c(=O)n(Cc2cccc(F)c2)c(=O)c2c1ncn2Cc1ccco1
    -12%, -9%, ?, -4%, ?, -8
- O=C(Cc1cccc(NC(=O)C2CCCN(C(=O)C3CCC3)C2)c1)Nc1cccc(C(=O)N2CCCC2)c1 (configuration not stated)
    -15%, ?, 3%, /, 7%, 23
- CCOC(=O)NC(=O)/C(C#N)=C\NNc1ncc(C(F)(F)F)cc1Cl
    0%, 4%, 10%, 0%, 9%, ?
